PrPC TRFRET: inhibitors of human cell surface prion protein PrPC; actives 0.43% (n = 370,000); TR-FRET read-out; P04156; AID 720596; inhibition, % at 13.8 µM; in the data active means inhibition above about 24%; further: 0% = median of the test wells and 100% = reference compound wells
CCHF vOTU inh: blocks the CCHF virus ovarian tumor domain protease. inhibition, % at 11.5 µM. CCHFV vOTU protease, Pep-AMC fluorescence. actives 0.55% (n = 370,000); in the data active means inhibition above about 30%; further: 0% = vehicle wells with enzyme and 100% = no enzyme wells
Numbers without * were called inactive. The list is partial. The share of hits here may be higher or lower than overall.

SMILES	PrPC TRFRET	CCHF vOTU inh
CN(N=Cc1ccc2c(c1)OCO2)C(=O)c1ccccc1N	0	2
COC(=O)C12C=C3CC(c4ccc(C)s4)=C3C(=O)N1Cc1[nH]c3ccccc3c1C2 (configuration not stated)	2	-12
CCCCCn1cc(CCC(=O)Nc2ccc(N(C)c3ccccn3)cc2)c2ccccc21	23	9
O=C(N[C@H](Cc1ccccc1)C(=O)N1CCN(Cc2ccccn2)CC1)[C@H]1O[C@@H](n2ccc(=O)[nH]c2=O)[C@H](O)[C@@H]1O	-3	-13
Cc1ccc(OC(=O)N(C)C[C@H]2OCc3cnnn3CCCC(=O)N([C@H](C)CO)C[C@H]2C)cc1	3	-4
COC(=O)[C@]12C[C@H](CC(=O)NCCCCc3ccccc3)C(=O)N(Cc3ccco3)C1=C[C@H](C1CCCC1)O[C@@H]2C	-1	18
C[C@@H]1CCN(C2CC2)S(=O)(=O)c2c(cccc2N2CCC[C@H]2C)O1	-6	4
COc1ccc(CN2C(=O)CN(S(C)(=O)=O)CC2(C)C(=O)NCc2ccccc2)cc1OC (configuration not stated)	-5	2
C[C@@H]1CN([C@@H](C)CO)C(=O)c2ccccc2-c2ccccc2CO[C@@H]1CN(C)Cc1ccc(Cl)c(Cl)c1	6	7
COC(=O)[C@]12C[C@H](CC(=O)NCc3ccc(OC)c(OC)c3)C(=O)N(Cc3cccc4ccccc34)C1=C[C@H](COCc1ccccc1)O[C@@H]2C	1	5
COCc1cc(N2CCNC[C@H]2C)ccc1N1CCS(=O)(=O)CC1	1	-5
CCN(CC)c1c2c(nc3ncnn13)CCCC2	3	-1
N#Cc1ccc(OCCCN2CCC(C(O)(C3=CCCC3)c3ccccc3)CC2)cc1 (configuration not stated)	-19	1
COc1ccc(CCN2CC(=O)N3CCc4ccc(N5CCOCC5)cc4C3CC2=O)cc1OC (configuration not stated)	0	1
COC(=O)C[C@H]1C=C[C@@H](NS(=O)(=O)c2ccc(C)cc2)[C@@H](CO)O1	-7	-1
C=CC1=CCN(S(=O)(=O)C(C)(C)C)[C@@H]1CCO	3	-7
COc1ccc(C(=O)NCC2CCN(C(=O)C(=O)c3cc4ccccc4o3)CC2)cc1	-9	-2
CC(C)CN1CCC(CN2C(=S)NC[C@@H]2Cc2ccccc2)CC1	-1	-6
O=C(OCc1cn(Cc2ccccc2)nn1)N1CCOCC1	5	4
O=C1[C@H]2C[C@@]3(n4ccc5ccccc54)c4ccccc4N(S(=O)(=O)c4ccccc4)[C@H]3N2C(=O)CN1Cc1ccccc1	12	16

Some of the entries so far, with two lines to a compound.
Order of values – PrPC TRFRET | CCHF vOTU inh
> CCN(CC)c1c2c(nc3ncnn13)CCCC2
    3 | -1
> N#Cc1ccc(OCCCN2CCC(C(O)(C3=CCCC3)c3ccccc3)CC2)cc1 (configuration not stated)
    -19 | 1
> COc1ccc(CCN2CC(=O)N3CCc4ccc(N5CCOCC5)cc4C3CC2=O)cc1OC (configuration not stated)
    0 | 1
> COC(=O)C[C@H]1C=C[C@@H](NS(=O)(=O)c2ccc(C)cc2)[C@@H](CO)O1
    -7 | -1
> C=CC1=CCN(S(=O)(=O)C(C)(C)C)[C@@H]1CCO
    3 | -7
> COc1ccc(C(=O)NCC2CCN(C(=O)C(=O)c3cc4ccccc4o3)CC2)cc1
    -9 | -2
> CC(C)CN1CCC(CN2C(=S)NC[C@@H]2Cc2ccccc2)CC1
    -1 | -6

Remaining list, next part
SMILES	PrPC TRFRET	CCHF vOTU inh
Cc1ccc(-n2c(SCC(=O)Nc3ccc4c(c3)OCCO4)nnc2-c2cnccn2)cc1	3	-3
Cc1ccc(Cc2c(-c3cccc(Br)c3)nc3c4ccccc4ccn23)cc1	5	4
COC(=O)[C@@]12CCCCC3=C1N(CCC3)C(=O)[C@H]2CC(=O)NCc1ccc(OC)c(OC)c1	6	18
O=C(Cn1nc(-c2ccccc2)ccc1=O)NCCc1ccc(F)cc1	-5	2
c1nc2nc3c(c(N4CCCC4)n2n1)CCCC3	4	8
CC(=O)OC12CCCN(C1)/C(=C/c1ccc(Cl)cc1)C2 (configuration not stated)	0	10
Cc1cccc(C(=O)Nc2nc3ncccn3c2-c2ccc(F)cc2)c1	1	-6
Cc1cccc(OC[C@@H](O)CN2CCC(C(O)(c3ccccc3)c3ccccc3)CC2)c1	-12	2
COC(=O)C1CN(Cc2ccccc2)CCS(=O)(=O)N1Cc1ccc(C)cc1 (configuration not stated)	0	7
Nc1[nH]c(C(=O)c2ccccc2)c(-c2ccc(F)cc2)c1C(=O)c1c[nH]c2ccccc12	0	0
Cc1ccccc1CS(=O)(=O)Cc1ccc(C(=O)Nc2cccc(C)c2C)o1	6	7
O=C(CSc1ccccc1)NC1CCCCN(Cc2cccc(Cl)c2)C1=O (configuration not stated)	4	3
C[C@H](NC(=O)OCc1ccccc1)C(=O)NC(Cc1ccccc1)P(=O)(Oc1ccccc1)Oc1ccccc1 (some centres not stated)	4	3
O=C(Nc1ccccc1)Nc1nc2ncccn2c1-c1ccc(F)cc1	17	-1
C#CCCC(=O)O[C@H]1CCC[C@@]2(C(=O)N(Cc3ccccc3)c3ccccc32)[C@H]1NC(=O)CCc1ccccc1	12	6
COC(=O)c1cc(NC(=O)NC2CCCCN(Cc3cccc(Cl)c3)C2=O)cc(C(=O)OC)c1 (configuration not stated)	-8	-3
CCCN(CCC)CCc1cccc2c1CC(=O)N2	-3	1
COc1ccc(CC(/C=C/c2ccc(F)cc2)c2ccccc2)cc1 (configuration not stated)	-1	2
Cc1ccc(-n2c(SCC(=O)c3ccc(Br)cc3)nnc2-c2ccncc2)cc1	2	4
CCCNC(=O)C[C@H]1CC[C@H]2[C@@H](COc3ccc(NC(=O)c4cncs4)cc3C(=O)N2C)O1	1	4
COc1ccc(CSc2nnc(SCC(=O)Nc3ccccc3C(F)(F)F)s2)cc1	-3	6
COCc1cc(N2CCN(C(=O)OC(C)(C)C)C[C@H]2C)ccc1N1CCN(Cc2ccccc2)[C@H](C)C1	6	4
CCOC(=O)[C@]12CCCCC/C=C\1N(Cc1ccc(OC)cc1)C(=O)[C@H]2CC(=O)NCc1cccs1	4	8
CC(c1ccc(Cl)cc1)N(CCN(C)C)c1ccccn1 (configuration not stated)	-8	-2
CC(C)(C)c1ccc(-c2cn(C[C@H](Cc3ccccc3)n3c(=O)c4ccccc4n3Cc3ccco3)nn2)cc1	3	6
CC(C)(C)c1ccc(S(=O)(=O)N2CCN(C(=O)C(=O)c3cccc(C(F)(F)F)c3)CC2)cc1	-2	-1
CCOC(=O)CN1C(=O)[C@]2(OCCC=C[C@H]2C)c2c(Br)cccc21	5	-4
CCC(=O)N(Cc1ccccc1)c1ccccc1C(=O)Nc1cc(OC)ccc1OC	11	-6
COc1ccc(CN2C(=O)[C@@](O)(c3cccn3C)c3cc(F)ccc32)cc1	-4	-3
CCCCNC(=O)C[C@@H]1C(=O)N2CCCC3=C2[C@@]1(C(=O)OC)CCCC3	-2	-1
Cc1ccc(S(=O)(=O)N2[C@@H](CO)CO[C@H]2CC(=O)c2cccc3ccccc23)cc1	5	5
COc1ccc(N2CCN(CCCNC(=O)COc3ccc(C)cc3)CC2)cc1	-9	1
CC(=O)N[C@H]1C[C@@H]2O[C@H](CO)CC[C@@H]2O[C@@H]1CCc1ccc(-c2ccc(F)cc2)cc1	6	4
CCC(C(=O)Nc1c(C)cccc1C)n1c(-c2cnc(C)cn2)nc2ccccc21 (configuration not stated)	-1	7
COc1ccc(-c2ccccc2C2Cc3nnccc3CN2)cc1 (configuration not stated)	1	10
COc1ccc(C2=CN(Cc3ccccc3)C(c3ccc(OC)cc3)CC2=O)cc1 (configuration not stated)	9	6
Nc1[nH]c(C(=O)c2ccccc2)c(-c2ccc(Cl)cc2)c1C(=O)c1c[nH]c2ccc(Br)cc12	3	1
C=CCN1C(=O)[C@@H](CC(=O)NCc2cccc3ccccc23)[C@]2(C(=O)OCC)CCCCC/C=C/12	8	19
Cn1cccc1C(=O)N1CCN(S(=O)(=O)c2ccc(Cl)s2)CC1	4	-3
O=C(NCCc1ccccc1)OCc1cn(Cc2ccccc2Cl)nn1	2	-5
Cc1ccc(S(=O)(=O)N2CCCC2C(=O)N2CCc3ccccc3C2)cc1C (configuration not stated)	-4	-3
CN(C)CCCNC(=O)C[C@@H]1CC[C@@H]2[C@H](COc3ccc(NC(=O)c4cccc(F)c4)cc3C(=O)N2C)O1	-2	-1
C=CCN1[C@H](C#N)[C@@H](c2ccccc2)[C@H]1CO	-5	-5
COCCCNC(=O)c1ccc2c(c1)NC(=O)C(C)(C)O2	-6	-1
COC(=O)Cc1nnn2c1[C@H](C)[C@H](c1ccccc1Br)OCC2	7	7
N#Cc1cccc(-n2cc(COC(=O)NCCc3ccccc3)nn2)c1	6	3
CC(C)CN1C(=O)C[C@]2(C(=O)N(C)c3ccc(NS(=O)(=O)C4CCCCC4)cc32)C1c1ccccc1 (some centres not stated)	-9	5
O=C(NCc1ccccc1)[C@@H]1CCCN1C(=O)[C@H]1CCCN1C(=O)c1ccc(F)cc1F	3	-2
O=C(C(=O)N1CCN(c2ccccc2)CC1)c1ccc2c(c1)OCO2	1	-3
COc1ccc(OC)c(S(=O)(=O)N2CCCC(C(=O)Nc3c(C)n(C)n(-c4ccccc4)c3=O)C2)c1 (configuration not stated)	6	-5
Next part.
SMILES	PrPC TRFRET	CCHF vOTU inh
CCC(C(=O)NC1CCCC1)n1c(-c2ccnc3ccccc23)nc2ccccc21 (configuration not stated)	1	7
C=CCN(CC#Cc1ccc(OC)cc1)CC=C	0	0
COC(=O)[C@]12C[C@H](CC(=O)N3CCCC3)C(=O)N(Cc3ccccc3)C1=C[C@H](C(C)(C)C)O[C@@H]2C	4	0
COc1ccc(OC[C@@H](O)CN2CCC(C(O)(c3ccccc3)c3ccccc3)CC2)cc1	-7	12
COc1ccc2[nH]cc(C(C)c3c[nH]c4ccccc34)c2c1 (configuration not stated)	-1	7
COC(=O)[C@]12C[C@H](CC(=O)NCc3ccccc3)C(=O)N(Cc3ccco3)C1=C[C@H](C(C)(C)C)O[C@@H]2C	0	16
COC(=O)C1=CN(c2c(C)cc(C)cc2C)C(N)=C(C#N)C1c1cccc(F)c1 (configuration not stated)	3	5
COC(=O)C1=C(C)N(Cc2ccccc2C(F)(F)F)C(=NCC2CC2)NC1c1cccc(Cl)c1 (configuration not stated)	1	8
C=C(C)CSc1nc2sc(C)c(C)c2c(=O)n1C	3	4
Cc1nc(NC(=O)c2ccccc2)sc1-c1cc(C(=O)NCCO)nn1Cc1ccccc1	-6	-2

Full records, quoted from the list.
COC(=O)[C@]12C[C@H](CC(=O)N3CCCC3)C(=O)N(Cc3ccccc3)C1=C[C@H](C(C)(C)C)O[C@@H]2C in the list: PrPC TRFRET: 4; CCHF vOTU inh: 0
C=C(C)CSc1nc2sc(C)c(C)c2c(=O)n1C in the list: PrPC TRFRET: 3; CCHF vOTU inh: 4

Later entries
SMILES	PrPC TRFRET	CCHF vOTU inh
C[C@@H]1COc2cc(F)ccc2S(=O)(=O)N1C	-4	0
COc1ccc(CNC(=O)C2CCCN(c3nc4ccccc4o3)C2)cc1 (configuration not stated)	2	7
COC(=O)[C@]12C[C@H](CC(=O)NCc3ccccc3)C(=O)N(CCC3=CCCCC3)C1=C[C@H](C1CCCC1)O[C@@H]2C	9	15
CCOC(=O)C1CSCCS(=O)(=O)N1Cc1cccc(F)c1 (configuration not stated)	-4	-6
CC(C)NC(=O)C1(C)CSCC(=O)N1Cc1cccc(F)c1 (configuration not stated)	-4	-12
Cc1ccccc1S(=O)(=O)N(C)C[C@H]1OCc2cnnn2CCCC(=O)N([C@H](C)CO)C[C@@H]1C	-7	8
CCCCN=C(N)NC(=O)c1ccccc1	-3	-2
CCOC(=O)C1=C(C(=O)OCC)C2N(Cc3ccccc3)c3ccccc3[C@@]23C[C@@H](C(=O)OC)N(S(=O)(=O)c2ccc(C(F)(F)F)cc2)C3=N1 (some centres not stated)	6	16
C=CCN1[C@H](C)COc2cc(N3CCCC3)ccc2S1(=O)=O	-5	-7
COC(=O)[C@]12C[C@H](CC(=O)NCc3ccccc3)C(=O)N(Cc3ccc4c(c3)OCO4)C1=C[C@H](COCc1ccccc1)O[C@@H]2C	-8	8
COC(=O)C1CN(Cc2cn(Cc3ccc(OC)cc3)nn2)CCS(=O)(=O)N1Cc1ccc(OC)cc1 (configuration not stated)	1	-3
COC(=O)[C@]12CCCCC=C1N(CCc1ccc(OC)c(OC)c1)C(=O)[C@H](CC(=O)NCc1ccccc1)C2	4	1
COc1ccc(C(=O)OCCN2CCN(C3CN(Cc4cn(Cc5ccccc5Cl)nn4)S(=O)(=O)C3)CC2)cc1OC (configuration not stated)	0	-7
CC(C)CNc1cccc2c1S(=O)(=O)N(Cc1cn(Cc3ccc(Cl)cc3)nn1)Cc1ccccc1O2	8	5
Nc1sc(-c2ccccc2)cc1C(=O)N1CCN(c2ccccc2)CC1	16	4
COC(=O)C1CN(Cc2ccccc2)CCS(=O)(=O)N1Cc1ccc(Cl)cc1 (configuration not stated)	11	-2
O=C(Nc1ccc(F)cc1)Nc1nc2ncccn2c1-c1ccc(F)cc1	-7	-25
C#CCN1C(=O)[C@@](O)(c2cccn2C)c2cc(F)ccc21	1	18
CC(=O)N1CCN(C(C(=O)Nc2c(C)cccc2C)c2cccc(F)c2)CC1 (configuration not stated)	-3	2
COc1cccc(Cn2cc(COC(=O)N(C)Cc3ccccc3)nn2)c1	2	-10
Nc1ccn([C@@H]2O[C@H](C(=O)N[C@H](Cc3ccccc3)C(=O)N3CCN(C(=O)N4CCCCC4)CC3)[C@@H](O)[C@H]2O)c(=O)n1	3	-10
CC1(C(=O)Nc2ccc3c(c2)OCCO3)CSCC(=O)N1C1CC1 (configuration not stated)	-3	6
COC(=O)C[C@@H]1OC[C@H](CO)N1S(=O)(=O)c1ccc(C)cc1	6	-8
CC(C)C[C@H]1COc2cccc(N3CCCC3)c2S(=O)(=O)N1C	-2	4
